LDHA inh: LDHA (human) enzyme inhibition | hit rate 0.15% among 480,000 | P00338 | activity change, % (values are at about 110 or 230 µM) | purified LDHA, NADH/diaphorase-resazurin fluorescence; hits give low values; in the data active = activity change below about -30%;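 note: plate controls were DMSO wells for no effect and wells without enzyme for full effect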
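LDH5 2 nM; NADH 0.06 mM, pyruvate 0.2 mM; 200 mM Tris pH 7.4, EDTA, Tween-20; 5 min RT. Detection: diaphorase 0.133 mg/mL + resazurin 37 µM, fluorescence ex540/em590 at 0 and 20 min; normalized to enzyme-free and DMSO wells.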
Starred values were filed as active, the others as inactive. Only part of the results is shown; count on the stated rates, not on these rows.

SMILES	LDHA inh
O=C(COc1ccc(F)c(Cl)c1)N1CCC(c2nc3ccccc3o2)CC1	-18.7
Fc1ccc(/C=N/Nc2ccc(F)cc2)cc1	-2.5
CC(C)(C)c1ccc(NC(=O)COc2ncnc3ccccc23)cc1	0.4
Cc1nc2ccccc2c(C)c1CC(=O)NCC(C)C	8.3
Cc1ccc(S(=O)(=O)c2nc(-c3ccccc3)oc2N(C)C)cc1	-0.8
COc1ccc(C(C(=O)Nc2c(C)cccc2C)n2c(=O)c(-c3ccccc3)nc3ccccc32)cc1 (centres undefined)	-3.6
OCCNC(=S)Nc1ccc(Br)cc1	0.7
COc1ccc(NS(=O)(=O)c2cccc(NC(=O)Cc3n[nH]c(=O)c4ccccc34)c2)cc1	10.1
COc1cccc(/C=C/c2nc(C#N)c(N3CCN(Cc4ccccc4)CC3)o2)c1	1.6
Cc1cccc(CC(CC(=O)O)C(=O)O)c1 (centres undefined)	-1.8
CC(C)(C)OC(=O)N1CCN(C(C(=O)O)c2c[nH]c3ccc(Cl)cc23)CC1 (centres undefined)	-24.4
CCOc1ccc(-c2cc(C(=O)NCCc3ccccn3)[nH]n2)cc1	-0.7
O=C(NCC1COc2ccccc2O1)c1ccccn1 (centres undefined)	5.0
Cc1ccccc1OCC(=O)NCc1ccc(Cn2cccn2)cc1	1.0
CN(C)Cc1ccc(CNC(=O)c2nccnc2N)cc1	0.3

Structures above that contain a tert-butyl group (2):
SMILES	LDHA inh
CC(C)(C)c1ccc(NC(=O)COc2ncnc3ccccc23)cc1	0.4
CC(C)(C)OC(=O)N1CCN(C(C(=O)O)c2c[nH]c3ccc(Cl)cc23)CC1 (centres undefined)	-24.4

The listing continues:
SMILES	LDHA inh
c1cc(CNCCCN2CCCCC2)cs1	0.4
CCN(CCC#N)Cc1ccc(Br)s1	-16.8
O=C(O)c1cc(-c2ccccn2)nc2ccc(F)cc12	0.3
COC(=O)C(OC(=O)c1[nH]c(C)c(C(C)=O)c1C)c1ccccc1Cl (centres undefined)	12.6
FC(F)(F)c1ccc(/C=N/Nc2ccc(Cl)cc2)cc1	-1.3
COc1ccc(C(C(=O)NC2CCCCC2)n2c(=O)c(-c3cc4ccccc4[nH]3)nc3ccccc32)cc1 (centres undefined)	-1.8
Cc1cc(C)cc(Nc2nc(C)c(C(=O)N(C)C)s2)c1	-10.3
O=C(CN1CCN(c2ccc(O)cc2)CC1)Nc1cccc(S(=O)(=O)N2CCCC2)c1	47.5
CCc1ccc(-n2ccc3nc(N4CCc5ccccc5C4)ncc3c2=O)cc1	0.3
C#Cc1nc(Nc2cccc(Cl)c2)nc(NC2CCCC2)n1	2.9
NC(N)=NC(N)=NCc1ccncc1	-0.3
COCCn1c(-n2nc(C)cc2C)nc2c1c(=O)n(Cc1cc(C)ccc1C)c(=O)n2C	4.7
Cc1ccc(F)cc1NC(=O)CN1N=C(c2ccccc2)c2cc(Cl)ccc2S1(=O)=O	4.3
O=C(N=C(c1ccccc1)c1ccccc1)c1ccco1	-10.5
CCCCn1nc(C(=O)N2CCSCC2)c2ccccc2c1=O	1.9
COc1cc(NC(=O)Nc2ccccc2OCc2cc(=O)n3cccc(C)c3n2)cc(OC)c1	0.2
CC(C(=O)Nc1ccccc1Cl)N1CCN(c2ccccc2)CC1 (centres undefined)	-8.9
O=C(CCC(=O)NC12CC3CC(CC(C3)C1)C2)Nc1cccnc1	1.8
Cc1ccc(NC(=O)CN(C)C(=O)c2cc3cc(Cl)ccc3nc2C)cc1	-0.3
C#CCNC(=O)N1CCN(c2cccc(Cl)c2)CC1	2.1
CC(C)c1cc(C(N)=O)c(NC(=O)Cc2c(F)cccc2Cl)s1	2.9
O=C(c1ccc(-c2ccc(F)cc2)s1)N(Cc1ccco1)C1CC1	-0.3
OC(c1ccccc1)(c1ccccc1)c1cnc2ccccn12	-11.2
O=S(CCN1CCN(Cc2c(F)cccc2Cl)CC1)c1ccccc1 (centres undefined)	2.4
O=S(=O)(c1cccs1)N1CCOc2ccc(COCc3ccc(Cl)cc3)cc2C1	1.2
CC1CCN(C(=O)c2[nH]cnc2C(=O)NCC(C)(C)C)CC1	9.3
COc1ccc(-c2ccnc3c2c(=O)[nH]c(=O)n3Cc2ccco2)cc1OC	1.5
Cc1ccc(/C(O)=C2\C(=O)C(=O)NC2c2cccc(F)c2)cc1 (centres undefined)	-2.7
CCCCCCCOC(=O)Nc1ccc(C)cc1	-0.2
O=C(c1cccc(S(=O)(=O)Nc2cc(C(F)(F)F)ccc2Cl)c1)N1CCC1	-1.3
COC(=O)CN(CC(=O)NC(N)=O)Cc1ccccc1	3.9
O=c1[nH][nH]c2c1[C@H](C1CCCC1)O[C@H](CCc1ccccc1)C2	-3.9
N#Cc1ccccc1COc1ccccc1	-4.4
O=C(CCn1nnc2ccccc21)OCC(=O)c1ccc(Cl)c(Cl)c1	-0.8
COC(=O)c1ccc2nc(-c3ccc(F)cc3)c(CC3CCCCC3)n2c1	4.5
Cn1cc(C(=O)CN2C(=O)COc3ccccc32)c2ccccc21	6.0
O=C(NN=C1CCCCC1)c1sc2ccccc2c1Cl	1.0
COc1ccc(C)cc1-n1nnnc1SCc1noc(CC(C)C)n1	0.8
COc1ccc2c(ccn2CC(=O)Nc2ccc3c(c2)OCCO3)c1	1.7
COc1ccc(OC)c(/C=C(/C#N)C(=O)C(C)(C)C)c1	14.5
CSc1ccccc1NC(=O)COc1ccc2c(c1)CCC(=O)N2	-4.8
O=C1CC(c2cccs2)Cc2c1cnn2-c1nc2ccccc2[nH]1 (centres undefined)	2.7
O=C1C(=O)N(Cc2cccnc2)C(c2ccccn2)/C1=C(\O)c1ccccc1 (centres undefined)	-4.6
Cc1[nH]c2ccc(Cl)cc2c1CCNC(=S)NC(C)(C)C	0.3
COc1ccc(-c2ccc(CCC(=O)Nc3ccccc3OC)o2)cc1	0.8
CCSC1=N/C(=C\c2c(C)cc(C)cc2C)C(=O)S1	2.1
Cc1cccc(COC[C@H](CC(C)C)N2CCN(C(=O)c3ccc(C(C)(C)C)cc3)CCC2=O)c1	0.7
O=C(CCc1nc(-c2ccccc2)c(-c2ccccc2)o1)N1CCCCC1	-1.3
O=C(Nc1cccc(Br)c1)c1cc2ccc(O)cc2oc1=O	11.9
COc1ccc(-c2cc3c(=O)[nH]nc(SCC(=O)N4CCC(C)CC4)n3n2)cc1OC	0.4
Cc1ccc(OCCCOc2ccccc2/C=N/NC(=O)c2cccc(Cl)c2)c(C)c1	2.4
CCOC(=O)[C@]12Cc3c(cc(OC)c(OC)c3OC)[C@H]1N(Cc1ccccc1)C(=O)c1cc(F)c(F)cc12	0.9
Cc1ccc(NC(=O)N2CCN(S(C)(=O)=O)CC2)c(C)c1	6.5
CCN1CCN(C(C)CNC(=O)NCc2nc(C)cs2)CC1 (centres undefined)	5.5
Cc1ccc(-c2nnn(CCC(=O)Nc3sc4c(c3C#N)CCCCC4)n2)cc1	12.6
CC(=O)c1c(-c2ccc(C)cc2)nc2n(CCN3CCOCC3)c3ccccc3n12	-11.3
O=C(CN1CCN(Cc2cccc3cccnc23)CC1)NC1CC1	-3.7
Nc1[nH]c(C(=O)c2ccccc2)c(-c2ccccc2C(F)(F)F)c1C(=O)NCc1cccc2ccccc12	4.5
O=C(Cn1cnc2sc3c(c2c1=O)CCC3)NC1CCS(=O)(=O)C1 (centres undefined)	2.0
CCCSc1ncc(Cl)c(C(=O)Nc2ccccc2C(F)(F)F)n1	6.8

Next section.
SMILES	LDHA inh
CC(C)C(OC(=O)Cc1c[nH]c2ccccc12)C(=O)NC(N)=O (centres undefined)	13.2
CCNC(=O)C(C)NC(=O)c1ccc(OC)c(S(=O)(=O)N(C)C)c1 (centres undefined)	1.9
C=CCn1c(SCC(=O)c2ccccc2)nc2c1c(=O)[nH]c(=O)n2C	-2.7
CCn1nc(C(=O)Nc2ccc(OC)c(OC)c2)c2ccccc2c1=O	1.9
COc1ccc(C2CC(=O)NC(SCC(=O)Nc3c(C)cccc3C)=C2C#N)cc1OC (centres undefined)	8.8
O=C(CSc1nc2ccccc2c(=O)[nH]1)Nc1ccccc1	6.5
Cc1cc(C)cc(NC(=O)CCc2ncc(-c3ccc(Cl)cc3)o2)c1	1.7
C=CCSc1nnc(NC(=O)c2cc(=O)c3cc(CC)ccc3o2)s1	-0.4
Cc1cc(C)n2ncc(-c3noc(C(=O)NC[C@@H](C)O)n3)c2n1	3.3
Cn1c(=O)c2cc(C(=O)Nc3ccc(Cl)c4ncccc34)cnc2n(C)c1=O	4.0
Cn1nc(C(=O)OCc2nc(N)nc(Nc3ccc(Cl)cc3)n2)c2ccccc2c1=O	-16.3
CCOC(=O)CNC(=O)N1Cc2c(CC)nn(-c3ccccc3)c2-n2cccc2C1c1ccccc1 (centres undefined)	6.4
N#C/C(=C\c1ccc(O)c(Br)c1)c1nc2ccccc2[nH]1	18.1
COc1ccc(-c2cc(=O)n(-c3ccc(C)c(C)c3)[nH]2)cc1	5.8
CCC(C(=O)NN1CCCCC1)c1ccccc1 (centres undefined)	5.0

Structural class, the compounds so far containing a furan ring, fused or not.
SMILES	LDHA inh
O=C(N=C(c1ccccc1)c1ccccc1)c1ccco1	-10.5
O=C(c1ccc(-c2ccc(F)cc2)s1)N(Cc1ccco1)C1CC1	-0.3
COc1ccc(-c2ccnc3c2c(=O)[nH]c(=O)n3Cc2ccco2)cc1OC	1.5
COc1ccc(-c2ccc(CCC(=O)Nc3ccccc3OC)o2)cc1	0.8

Part of the list above, comma-delimited:
Structure,LDHA inh
Cc1cc(C)cc(NC(=O)CCc2ncc(-c3ccc(Cl)cc3)o2)c1,1.7
C=CCSc1nnc(NC(=O)c2cc(=O)c3cc(CC)ccc3o2)s1,-0.4
Cc1cc(C)n2ncc(-c3noc(C(=O)NC[C@@H](C)O)n3)c2n1,3.3
Cn1c(=O)c2cc(C(=O)Nc3ccc(Cl)c4ncccc34)cnc2n(C)c1=O,4.0
Cn1nc(C(=O)OCc2nc(N)nc(Nc3ccc(Cl)cc3)n2)c2ccccc2c1=O,-16.3
CCOC(=O)CNC(=O)N1Cc2c(CC)nn(-c3ccccc3)c2-n2cccc2C1c1ccccc1 (centres undefined),6.4
N#C/C(=C\c1ccc(O)c(Br)c1)c1nc2ccccc2[nH]1,18.1

The results go on.
SMILES	LDHA inh
Cc1cc(C(F)(F)F)c(C#N)c(SCC#N)n1	5.1
Cc1ccc(-c2cc(C(=O)NCCN(C)C)c3cc(Br)ccc3n2)o1	1.3
Cc1ccc(C)c(NC(=O)CCc2ncc(-c3ccc(F)cc3F)o2)c1	-16.9
COC(=O)C(C)Oc1ccc2c(=O)c(-c3ccccc3)c(C(F)(F)F)oc2c1 (centres undefined)	4.6
COC(=O)C1=CNC=C(C(=O)OC)C1c1ccc(C(F)(F)F)cc1	2.0
CN1CCN(c2nn3c(=O)c4ccccc4nc3s2)CC1	4.0
CCCOc1ccc(NC(=O)COc2ccc(C)cc2)c2cccnc12	19.7
COc1ccc(OC)c(-c2csc(NC(=O)c3n[nH]c(=O)c4ccccc34)n2)c1	-0.7
CCn1cnc2c1c(=O)n(CC(=O)c1cc(C)n(C(C)COC)c1C)c(=O)n2Cc1ccccc1 (centres undefined)	-0.3
CC(=O)NC12CC3CC(CC(C3)C1)C2	8.9
CCCC(=O)Nc1ccccc1NC(=O)c1ccc(C(C)(C)C)cc1	-0.8
CCOc1cc(/C=C2/NC(=O)NC2=O)cc(I)c1OCc1ccc(F)cc1	-8.1
CN(CCOc1ccccc1F)c1nc(-c2cccnc2)nc2ccccc12	-0.5
C[C@H](NC(=O)C(c1ccccc1)c1ccccc1)C(=O)O	1.8
Cc1ccc(Cn2c(Sc3ccc(C)cc3)nc3c2c(=O)[nH]c(=O)n3C)cc1	7.3
CCNC(=O)COC(=O)c1cc(-c2ccc(C)o2)nc2ccccc12	18.1
Cc1ccc(-c2cnc(SCC(=O)Nc3cccc(Cl)c3)o2)cc1C	-4.9
CCN(CC)S(=O)(=O)c1cc(C(=O)Nc2ncn(Cc3ccccc3)n2)c(Cl)cc1Cl	-1.7
Cc1ccsc1C(=O)NC1CCSC1=O (centres undefined)	-3.7
CCOC(=O)CSC(C(=O)NC(N)=O)C(C)C (centres undefined)	0.0
O=C(Nc1cccc(COc2cccc(F)c2)c1)c1cc[n+]([O-])cc1	-5.2
COc1ccc(C(=O)NC2CCCCCC2)cc1C	4.0
C=CCNC(=O)C1CCN(Cc2ccc(F)cc2)CC1	9.5
COc1ccccc1-n1[nH]c(C)c(Cc2ccc(Br)cc2)c1=O	-2.4
Cc1ccc2cccc(NC(=O)c3ccc(N4CCCCC4)c([N+](=O)[O-])c3)c2n1	10.1
O=C(CSc1nc(-c2cccc(Cl)c2)cc(=O)[nH]1)Nc1oncc1-c1ccccc1	7.4
CCCCCCC(=O)N/N=C/c1ccc(C(C)C)cc1	-2.7
COc1cccc2cc(-c3nn4c(C(C)C)nnc4s3)oc12	6.3
CCOc1ccc(-c2cc(C(=O)O)c3ccccc3n2)cc1OCC	-4.8
COc1ccc(C2CCCCCN2C(=O)c2ccc(-n3cccn3)cc2)cc1 (centres undefined)	11.9
CC(C)OC(=O)Cn1nnc2sc3c(c2c1=O)CCCC3	13.4
CC1CCN(C(=O)c2nn(C)c(=O)c3ccccc23)c2ccccc2S1 (centres undefined)	-8.0
CSc1ccc(-c2ccnc3nc(N4CCOCC4)[nH]c(=O)c23)cc1	-1.6
CCCNC(=O)c1ccc(CSC)o1	9.3
O=C(Nc1ccc(F)cc1F)c1ccc2c(Cl)c3c(nc2c1)CCCC3	8.8
CN(C)CC(C)(C)CNC(=S)NCCc1ccccc1	3.0
Cc1cc(C)n(-c2nc3c(c(=O)n(Cc4ccccc4F)c(=O)n3C)n2CC(C)C)n1	5.1
c1cncc(-c2nc(N3CCC3)c3ccccc3n2)c1	17.1
Cc1ccccc1-c1nnc(NC(=O)Nc2ccc3ccccc3c2)s1	1.0
N#C/C(=C\c1c(OCc2ccccc2)ccc2ccccc12)c1nc2ccccc2[nH]1	0.3
CSC(=S)NN=C1CCCC1	-15.3
COc1ccccc1NC(=O)C1CCN(c2nccnc2Sc2ccc(C)cc2)CC1	-2.0
CN(CC(=O)NCc1nc(-c2ccccc2)no1)S(=O)(=O)c1ccc(Cl)cc1	4.0
CCOc1ccc(-c2nc(CSCC(=O)N3CCc4ccccc43)c(C)o2)cc1	9.2
O=C(O)CC1(O)C(=O)Nc2cc(Br)ccc21 (centres undefined)	10.5
